# Bioassay records: PubChem BioAssay, The Scripps Research Institute Molecular Screening Center
# Nox1 inhibitor: inhibitors of human NADPH oxidase 1 (Nox1). Q9Y5S8. HT29 cells, luminol chemiluminescence ROS. inhibition, % at 6.7 µM. hit rate 0.81% among 16,000. AID 1792
# S1P1 agonist: S1P1 (human) receptor agonism; P21453; S1P1 agonist cell-based reporter assay; activation, % at 4.5 µM; hit rate 1.5% among 16,000; in the data active = activation above about 80%
# TLR4-MyD88 inh: TLR4-MyD88 interaction inhibition. O00206. Cell-based TLR4-MyD88 binding inhibition assay. inhibition, % at 10 µM. hit rate 0.06% among 16,000. AID 811; in the data active = inhibition above about 45%
# PME-1 Maybr inh: inhibitors of human PME-1 in Maybridge library. Q9Y570. recombinant PME-1, FP-Rh probe fluorescence polarization. inhibition, % at 9 µM. hit rate 0.5% among 16,000. AID 2291; in the data active = inhibition above about 30%
# Target sequence (Q9Y570 whole entry, looked up): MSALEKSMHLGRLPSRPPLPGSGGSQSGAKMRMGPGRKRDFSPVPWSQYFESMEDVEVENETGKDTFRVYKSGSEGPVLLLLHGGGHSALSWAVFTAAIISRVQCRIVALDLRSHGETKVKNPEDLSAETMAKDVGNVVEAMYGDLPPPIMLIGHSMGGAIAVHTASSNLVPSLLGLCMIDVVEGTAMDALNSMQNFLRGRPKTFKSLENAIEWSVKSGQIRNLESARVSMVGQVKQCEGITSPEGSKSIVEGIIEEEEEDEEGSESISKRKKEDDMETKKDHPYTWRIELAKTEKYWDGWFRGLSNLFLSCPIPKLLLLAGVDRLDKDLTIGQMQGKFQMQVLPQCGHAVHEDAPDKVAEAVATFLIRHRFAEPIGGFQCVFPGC
# OPRK1 antag MB: OPRK1 (human) antagonism, Maybridge screen; P41145; OPRK1 cells, antagonist mode, fluorescence readout; inhibition, % at 9 µM; hit rate 0.4% among 16,000; in the data active = inhibition above about 50%
# Target sequence (P41145 whole entry, looked up): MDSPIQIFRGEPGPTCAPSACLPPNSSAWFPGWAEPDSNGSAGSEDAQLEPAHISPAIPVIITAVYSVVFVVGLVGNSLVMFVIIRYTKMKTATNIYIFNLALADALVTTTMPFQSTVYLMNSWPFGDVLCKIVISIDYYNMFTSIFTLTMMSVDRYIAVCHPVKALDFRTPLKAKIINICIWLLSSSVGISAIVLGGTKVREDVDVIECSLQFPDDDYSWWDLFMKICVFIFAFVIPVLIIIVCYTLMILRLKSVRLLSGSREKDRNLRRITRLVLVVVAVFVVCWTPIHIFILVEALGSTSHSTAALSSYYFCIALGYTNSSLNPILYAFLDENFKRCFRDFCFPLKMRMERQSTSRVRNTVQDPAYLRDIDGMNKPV
# rat GALR2 ag: agonists of rat galanin receptor 2 (GALR2). cell-based GALR2 agonist screen. O08726. activation, % at 10 µM. AID 833. hit rate 0.5% among 16,000; in the data active = activation above about 15%
# Luminol counter: luminol signal inhibition, Nox1 inhibitor counter-screen | inhibition, % at 6.7 µM | HRP/luminol/H2O2 chemiluminescence counterscreen | AID 1823 | hit rate 0.4% among 16,000; also: reference of the scale not given here
# NOTCH agonist: NOTCH pathway agonism. NOTCH signaling luciferase reporter cells, luminescence. activation, % at 2.5 µM. hit rate 0.4% among 15,000; in the data active = activation above about 2.2%
# An asterisk follows results filed as active; x = not tested or not shown. Rule as the data show it, unless noted: active = inhibition above about 75%; inactive = the rest.
# The first six entries, to show the layout:
no.	mol	S1P1 agonist	OPRK1 antag MB	rat GALR2 ag	TLR4-MyD88 inh	Luminol counter	PME-1 Maybr inh	Nox1 inhibitor	NOTCH agonist
1	Cc1cc(N2C(=O)CCC2=O)n(C)n1	-10	5	-5	4	-4	-4	-5	-0.8
2	O=C1C(/C=N/c2[nH]ncc2-c2ccccc2)=C(O)c2ccccc21	5	11	-4	-2	-2	3	-4	-0.2
3	Cn1ncc2c(-n3ncc(C(=O)NNC(=O)c4ccco4)c3C(F)(F)F)ncnc21	-4	7	-4	-6	-4	4	5	0.3
4	O=C(Cn1ccc(C(F)(F)F)n1)Nc1cccc(C(F)(F)F)c1	-5	1	-5	-4	-5	1	-32	-0.9
5	COCCCNC(=O)C12CC3CC(CC(C3)C1)C2	-6	5	-8	1	2	-4	-24	-0.5
6	O=C(O)/C=C/C(=O)Nc1ccccc1SCc1ccccc1Cl	13	-10	-4	6	-2	1	2	-0.3

# The listing, from the start:
no.	mol	S1P1 agonist	OPRK1 antag MB	rat GALR2 ag	TLR4-MyD88 inh	Luminol counter	PME-1 Maybr inh	Nox1 inhibitor	NOTCH agonist
1	Cc1cc(N2C(=O)CCC2=O)n(C)n1	-10	5	-5	4	-4	-4	-5	-0.8
2	O=C1C(/C=N/c2[nH]ncc2-c2ccccc2)=C(O)c2ccccc21	5	11	-4	-2	-2	3	-4	-0.2
3	Cn1ncc2c(-n3ncc(C(=O)NNC(=O)c4ccco4)c3C(F)(F)F)ncnc21	-4	7	-4	-6	-4	4	5	0.3
4	O=C(Cn1ccc(C(F)(F)F)n1)Nc1cccc(C(F)(F)F)c1	-5	1	-5	-4	-5	1	-32	-0.9
5	COCCCNC(=O)C12CC3CC(CC(C3)C1)C2	-6	5	-8	1	2	-4	-24	-0.5
6	O=C(O)/C=C/C(=O)Nc1ccccc1SCc1ccccc1Cl	13	-10	-4	6	-2	1	2	-0.3
7	O=C(O)CSCC(=O)Nc1ccc2c(c1)C(=O)OC2	-1	0	-4	-3	-5	5	-3	-0.3
8	O=c1c2cc(-c3ccccc3)sc2nc2n1N=C(c1cccs1)CS2	13	21	-5	-6	0	-49	49	0.3
9	S=c1[nH]c(=S)c2c3c(sc2[nH]1)CN(Cc1ccccc1)CC3	-14	-10	-3	-7	0	1	16	0.6
10	Cn1c(Cn2c3ccccc3c3ccccc32)nnc1SCC(=O)O	10	-8	-2	-2	3	-7	-18	0.0
11	COc1cccc(CC(=O)NNC(=O)c2ccc(-c3cccs3)s2)c1	-9	-9	0	-1	3	-10	-9	-0.2
12	O=[N+]([O-])c1ccc(-c2csc(COc3ccc(C4SCCS4)cc3)n2)cc1	40	32	7	-4	-6	-6	-9	-0.7
13	C=CCSc1n[nH]c(=O)n1C1CCCCC1	-11	3	-4	-11	3	-6	-46	-0.4
14	CC(C)(C)C(=O)NCC1COc2ccccc2O1 (stereo unspecified)	15	14	0	6	-7	5	4	-0.2
15	Cn1cc(C(=O)Nc2ccc(F)c(Cl)c2)c(N)n1	8	21	-6	-11	-1	-2	-3	0.0
16	c1csc(-c2cc3ccccc3[nH]2)c1	10	-3	-3	1	19	2	-90	-0.2
17	Cc1c(C(=O)Oc2cccc(C(F)(F)F)c2)n(C)oc1=O	-6	9	56*	-4	0	-1	-44	-0.2
18	COc1ccc(OC)c(Sc2ccc(Cl)cc2[N+](=O)[O-])c1	41	12	-4	x	-4	8	28	-0.5
19	CNC(=O)n1nccc1-c1sc2ccccc2c1C	-15	-19	-5	2	6	1	-27	-0.3
20	NS(=O)(=O)c1cc([N+](=O)[O-])c(N2CCCCC2)s1	16	-15	-5	11	4	-5	-50	-0.3
21	C=CCc1ccc(Oc2ccc([N+](=O)[O-])cn2)c(OC)c1	22	13	-3	9	-4	4	43	-0.2
22	O=C(Nc1cc2ccccc2s1)N1CCN(Cc2c(F)cccc2Cl)CC1	8	14	-6	5	0	0	-134	-0.1
23	COc1ccc(OC)c(S(=O)(=O)NC2CC2)c1	-23	4	-5	-7	1	-3	-12	-0.5
24	O=C(NC(=S)Nc1cccc(C(F)(F)F)c1)c1ccc([N+](=O)[O-])o1	10	-3	-6	-6	-3	3	6	-0.5
25	Clc1ccc2c(c1)NNc1nncn1-2	6	0	-4	3	3	-2	-75	-0.5
26	O=C(Nc1nnc(C(F)(F)F)s1)c1ccccc1	9	7	-6	-1	-3	2	43	0.1
27	Cc1onc(-c2ccccc2)c1CNS(=O)(=O)c1ccc2c(c1)OCCN2C	-10	-14	-4	9	0	3	-37	-0.3
28	CN(C)CC(O)Cn1c2ccccc2c2ccccc21 (stereo unspecified)	16	-8	-5	0	-5	9	23	-0.6
29	O=C(O)/C=C/C(=O)c1ccc(C2CCCCC2)cc1	80	7	-10	5	-7	3	25	-0.9
30	O=C1Nc2cc(C(F)(F)F)ccc2Oc2ccsc21	-20	6	-6	0	-8	4	26	0.0

# Some values from the entries so far.
# Entry of compound 11 in Luminol counter: 3
# Entry of compound 7 in Nox1 inhibitor: -3

# Additional structures
no.	mol	S1P1 agonist	OPRK1 antag MB	rat GALR2 ag	TLR4-MyD88 inh	Luminol counter	PME-1 Maybr inh	Nox1 inhibitor	NOTCH agonist
31	N#CCCn1ncc(C#N)c1N	6	9	-3	11	-7	4	23	-0.3
32	O=S(=O)(Nc1ccc(Oc2ncnc3cc(Cl)ccc23)nc1)c1cccs1	-20	-16	2	-4	-3	-18	0	-0.8
33	CCOC(=O)C1CSC(CC(=O)Nc2ccc(OC(F)(F)F)cc2)C(=O)N1 (stereo unspecified)	-5	0	-3	-3	-7	4	-4	-5.1
34	Cc1ccc(/C=N/N=C2\NC(=O)CS2)o1	-12	3	-4	5	-1	2	-41	-0.1
35	COC(=O)Nc1cccc(NC(=O)OC)c1F	-2	14	-5	8	0	-15	-66	-0.4
36	Cc1ccc(C)c(Nc2n[nH]c(=S)s2)c1	-8	-2	-11	-8	5	0	72	x
37	CCOC(=O)c1nn(-c2ccccc2)c2nc(Nc3ccccc3)c(C(C)=O)c(=O)n12	-24	-15	5	0	-2	-2	-47	-0.4
38	COC(=O)c1ccccc1S(=O)(=O)N1CCc2[nH]c3ccc(F)cc3c2C1	23	-1	-8	-1	0	6	0	-0.4
39	CC(=O)N[C@H](CCc1ccccc1)C(=O)O	-1	26	-3	-6	-7	5	4	0.1
40	O=C1CNC(=S)N1Cc1ccccn1	-8	7	-4	5	21	5	-23	0.2
41	O=C(CSc1ccccc1[N+](=O)[O-])NNC(=O)c1ccccc1I	8	-2	-10	1	3	-2	-40	-0.4
42	N#CCC(=O)Nc1ccncc1	-13	-1	-5	-6	12	-4	-14	-0.1
43	CC(=O)CCS(=O)(=O)c1ccc(C)cc1	-17	5	-6	4	1	0	-1	0.3
44	COC(=O)c1cc(Br)c(Br)s1	-17	6	-9	-18	3	2	-24	0.4
45	CNC(=S)NNC(=O)c1c(C)nc2cc(C)ccn12	-6	11	-5	-6	24	5	97*	-0.1
46	O=C(NCc1csc(-c2cccs2)n1)C1=Cc2ccccc2OC1	25	3	-3	4	-6	4	23	0.2
47	O=C(NNC(=NS(=O)(=O)c1ccccc1)NNC(=O)c1ccc(F)cc1)c1ccc(F)cc1	-6	-3	-6	-1	-1	0	37	0.0
48	Cc1ccc(S(=O)(=O)N(CCC#N)Cc2cccnc2)cc1	-6	-3	-6	7	0	0	-23	-0.3
49	Cc1ccc(S(=O)(=O)NC(=O)Oc2ccc(-c3csnn3)cc2)cc1	-15	1	-5	11	103*	0	-132	-0.4
50	c1ccc(CNc2nc(-c3ccccc3)ns2)cc1	-9	12	-5	5	-3	0	-7	0.1
51	O=C(Nc1sccc1-n1cccc1)NC1Cc2ccccc2C1	-7	20	-6	-1	10	3	-15	-0.1
52	NC(=O)c1nnc2cc(-c3ccccc3)nn2c1-c1ccccc1Cl	10	9	-4	6	3	-7	-56	0.3
53	Fc1ccc(-c2[nH]ncc2CN2CCN(Cc3ccc4c(c3)OCO4)CC2)cc1	2	-12	-3	12	0	2	-10	-0.7
54	Cc1onc(-c2ccccc2)c1C(=O)NNC(=O)C1CC1	-11	-12	-6	-2	1	2	-28	-0.3
55	COC(=O)c1ccc(C(=O)OC)c(N2C(=O)CC(Sc3ccccc3N)C2=O)c1 (stereo unspecified)	2	3	-7	13	-1	2	-69	-0.3
56	S=c1[nH]nc(-c2ccc(Cl)cc2)n1-c1ccccc1	-6	-2	-5	6	4	-1	-4	0.4
57	O=C(CCn1cccc(C(F)(F)F)c1=O)NNC(=O)c1cccc(Cl)c1	1	10	-6	11	3	-2	-48	0.2
58	CSc1nn(CO)c(=S)s1	-23	14	-10	-11	19	2	20	x
59	CSc1sc(C(=O)NN)cc1-c1nc(C)cs1	-39	9	-2	-7	6	-1	13	0.0
60	Cc1nnsc1C(=O)O/N=C(/N)COc1ccc(C2SCCS2)cc1	2	29	-4	-14	-6	2	-3	0.2
61	Cn1cnc([N+](=O)[O-])c1N1CCN(c2ccc(C(F)(F)F)cn2)CC1	2	-11	-6	-15	3	0	-49	0.0
62	COc1cc(/C=N/n2cnc3c(sc(=S)n3C)c2=O)ccc1O	26	12	-3	6	-6	3	17	-0.9
63	Cc1nc(-c2c(Cl)cc(C(F)(F)F)cc2Cl)sc1C(=O)/C=C/N(C)C	5	3	-6	8	-5	2	-19	-0.7
64	CCOc1ccc(NC(=O)C(Nc2ccc(OCC)cc2)c2ccccc2)cc1 (stereo unspecified)	1	-13	-8	12	-12	7	0	0.1
65	Cc1c(C(=O)O)cc(-c2ccccc2)n1CCSCCO	0	-27	-3	26	2	2	-24	-0.7
66	COc1ccc(/C=C2\CN(C)C/C(=C\c3ccc(OC)cc3)C2=O)cc1	-12	-12	-6	1	0	4	-28	-0.5
67	O=S(=O)(O)c1ccc(N=Nc2ccc(O)cc2O)cc1	4	-3	-7	-2	13	3	-65	-0.1
68	N#CCCSc1ccccc1NC(=O)C(c1ccccc1)C1CCCC1 (stereo unspecified)	-6	-4	-11	9	3	2	-43	0.2
69	CN(C)Cc1ccc(CSCCNC(=O)Nc2ccc(OCc3ccccc3)cc2)o1	-16	36	-3	-11	-11	-2	15	-0.2
70	COc1cc2c(cc1OC)CC(=O)OC2	81*	4	-5	10	3	14	-53	-0.8
71	Cc1ccc2c(c1)CCCN2CC(=O)Nc1ccc(Cl)cc1C(=O)NCc1cccs1	4	3	-5	6	2	-6	-64	-0.3
72	N#C/C(=C\Nc1nccs1)S(=O)(=O)c1ccc(Cl)cc1	-1	-1	-5	-1	-2	1	-65	-0.2
73	O=C(NCc1ccccc1)NCc1ccccc1	-2	-12	-5	-3	-5	3	20	0.0
74	O=C(O)C1CCc2ccccc2O1 (stereo unspecified)	-3	7	-6	2	-3	3	-18	0.5
75	NC(=O)NCCc1ccccc1	-1	-6	-5	7	-2	2	-21	0.5
76	CCOC(=O)COc1ccc2c(C(F)(F)F)cc(=O)oc2c1	5	7	-4	10	-1	0	-11	-0.6
77	O=S(=O)(CCN1CCC(n2cccc2)CC1)c1ccc(F)cc1	5	-10	-8	-5	14	5	-4	-0.2
78	CCOC(=O)N/N=C(\C)c1cc(OCC(F)(F)F)ccc1OCC(F)(F)F	5	-10	-3	4	1	-4	-47	-0.2
79	COc1ccc(C(=O)C=C(C)C)c(O)c1O	6	-21	-6	-3	41	2	76*	0.2
80	N#CCCn1nccc1-c1ccccc1O	-12	10	-5	1	9	3	-79	-0.1
81	COc1ccc([N+](=O)[O-])c(OC)c1C(=O)NCCCn1ccnc1	-7	-4	-3	-7	-2	2	1	-0.4
82	S=C(Nc1ccc(N2CCOCC2)nc1)Nc1cc(Cl)ccc1Cl	-11	-2	-3	5	-6	3	-114	-0.5
83	O=S1(=O)CC(c2ccccc2)CS(=O)(=O)C1	0	12	-4	9	0	2	-21	0.7
84	CC(=O)Nc1ccc(C(C)C)cc1Br	24	8	-5	-8	-6	6	-16	-0.1
85	CSCCC(NC(=O)c1ccc(C(F)(F)F)cc1)c1n[nH]c(=S)n1C (stereo unspecified)	-20	2	5	-1	-3	-1	-52	-0.1
86	O=S(=O)(Nc1ccccc1N1CCOCC1)c1ccc2c(c1)OCC2	32	11	-4	-2	45	17	10	-0.7
87	Cc1cc(=O)oc2cc(NS(=O)(=O)c3cccc4nonc34)ccc12	19	-5	-9	-4	3	20	-5	x
88	NS(=O)(=O)c1ccc(NNC(=O)CC2(CC(=O)O)CCCC2)cc1	1	22	-3	0	16	6	29	0.1
89	CCOC(=O)c1cnc2ccc(C(F)(F)F)cn2c1=O	-7	18	-7	x	-4	7	22	0.3
90	CCSc1ccc(/C(N)=N/OC(=O)C(C)(C)C)cn1	11	-13	-2	4	0	3	-72	0.0
91	CC1=CCC2C(=O)N(c3ccc(F)cc3F)C(=O)C2C1 (stereo unspecified)	-10	-12	-2	4	-5	7	7	0.2
